Compound activity: PubChem BioAssay, National Center for Advancing Translational Sciences (NCATS)
S3 lipid droplet – qHTS Assay for Lipid Storage Modulators in Drosophila S3 Cells. Drosophila S3 cells, BODIPY lipid droplet fluorescence, 18-24 h; cells fed with added oleic acid. Potency in µM for hits, for the others lipid storage change, negative = inhibition, % at the top dose, mostly 46.1 µM. 320,000 tested, 0.64% active; active = well fitted inhibition curve with a large enough effect in the signal ratio, with a control signal flat, not every such curve was filed as active; inconclusive = small, poorly fitted or top-dose-only effect, or effect the other way, or a change in a side signal; the % refers to the signal ratio
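Drosophila S3 cells got compounds at several concentrations plus oleic acid (400 uM solution). Laser-scanning cytometry with 488 nm excitation read lipid droplets at 500-530 nm and cells at 575-640 nm. Percent activity was relative to 20 uM Triacsin C.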
S3 lipid droplet cell count max – further read-out of S3 lipid droplet, marked with its call; cell number change, %; measured here: cell count max response;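 cells counted by Cell Tracker Red CMTPX staining in the red channel; peak over a dose series mostly up to 46.1 µM; percent activity relative to internal control wells on each plate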
An asterisk follows results filed as active; i = inactive; ? = inconclusive; / = no result given. % is scaled to controls: 0 for no effect and ±100 for the full control effect; potency is read from the fitted curve at half-maximal effect.

S3 lipid droplet	S3 lipid droplet cell count max	Compound
?	/	COc1ccc(OC)c(-c2c(C#N)c(N)nc3c2c(=O)nc2sccn23)c1
?	/	Cc1[nH][nH]c(=O)c1C=NCc1cccs1
11%	8	O=C(NCc1nnc2c3ccccc3c(-c3ccccc3)nn12)c1ccccc1Cl
-6%	-12	O=C(NCc1nnc(SCC(=O)N2CCCc3ccccc32)o1)c1c(F)cccc1Cl
-19%	23	CCCOc1ccc(NC(N)=O)cc1OCCC
i	0	O=C(c1cccc(NS(=O)(=O)c2ccc(F)c(F)c2)c1)N1CCN(C(c2ccccc2)c2ccccc2)CC1
10%	/	O=C(CN1CCN(c2ccc(F)cc2)CC1)Nc1ccc(-n2cnnn2)cc1
?	/	Oc1ccc(-c2[nH]ncc2-c2cnn(-c3ccccc3)c2)c(O)c1
?	/	COc1ccc(O)c(/C=N\NC(=O)CCn2nnc3ccccc32)c1
?	/	COc1ccc(-c2noc(CSc3nc4ccccc4c(=O)n3-c3ccccc3)n2)cc1OC
?	/	O=C(COC(=O)/C=C/c1ccc(OC(F)F)cc1)NC1CCCCCCC1
-9%	3	CC1(C)Cc2c(c(-c3ccco3)nc3sc4c(NCCN5CCOCC5)ncnc4c23)CO1
?	/	Cc1ccnc(NC(=O)CCC(=O)N(CC(=O)NCC2CCCO2)Cc2ccc(F)cc2)c1 (stereo not given)
-3%	0	CCn1cc(S(=O)(=O)CC(=O)NC2CCCCC2)c2ccccc21
?	/	O=C(CCC(=O)NNC(=O)Nc1cccc(Cl)c1)NCc1ccccc1
5%	-1	CSc1nncn1/N=C/c1cc(Cl)ccc1F
?	/	Cn1c(=O)n(CCO)c(=O)c2c1nc(Br)n2Cc1ccccc1
?	/	COc1ccc(Br)cc1/C=N/NC(=O)c1cccc(S(=O)(=O)N2CCOCC2)c1
-10%	6	CC(=O)c1ccc(NS(=O)(=O)c2cc3c(cc2C)N(C(C)=O)CCO3)cc1
?	/	Nc1ccc(Cc2nc3cc4ccccc4cc3[nH]2)cc1

Entries shown so far that have a thiophene ring, fused or not (two):
S3 lipid droplet	S3 lipid droplet cell count max	Compound
?	/	Cc1[nH][nH]c(=O)c1C=NCc1cccs1
-9%	3	CC1(C)Cc2c(c(-c3ccco3)nc3sc4c(NCCN5CCOCC5)ncnc4c23)CO1

Later entries:
S3 lipid droplet	S3 lipid droplet cell count max	Compound
?	/	COc1ccc(N2CCN(C(CNS(=O)(=O)c3cc(F)ccc3F)c3cccnc3)CC2)cc1 (stereo not given)
?	/	CC1=NN(C(N)=S)C(=O)C1N=Nc1ccc(O)cc1 (stereo not given)
?	/	O=C(CSc1ccccn1)Nc1nonc1[N+](=O)[O-]
?	/	N#C/C(=C(/O)CN1C(=O)c2ccccc2C1=O)c1nc2ccccc2[nH]1
22%	5	CCn1c(SCC(=O)NCCOc2ccccc2)nc2ccccc2c1=O
?	/	COc1ccc2oc(=O)cc(-c3cc4cccc(OC)c4o3)c2c1
4%	-1	CCOC(=O)Cc1csc(/N=C/c2c(O)n(-c3ccc(C)c(C)c3)c(=O)c3ccccc23)n1
-5%	/	Cc1cccc(-n2c(O)c(C=Nc3ccccc3-c3n[nH]c(=S)[nH]c3=O)c3ccccc3c2=O)n1
2%	3	Cc1ccnc2nc(C(=O)OCC(=O)NCCc3ccccc3)nn12
-12%	10	CCOc1ccc(-c2nnn(CCC#N)n2)cc1OC
?	/	CCCOc1c(Br)cc(C(=O)OCC(=O)NC(=O)c2cccn2C)cc1OC
-6%	-10	CC(C)CN(CC(C)C)S(=O)(=O)N1CCC(C(=O)NCCN2CCOCC2)CC1
?	/	O=C(CO/N=C/c1ccccc1OC(F)F)NC1CCCC1
?	/	COc1cc(NC(=O)c2cc([N+](=O)[O-])ccc2NC(=O)CNC2CCCCC2C)cc(OC)c1 (stereo not given)
i	/	O=C1N2c3ccccc3CCc3cccc(c32)C1(O)C(F)(F)F (stereo not given)
26%	3	C/C=C/Cn1c(N(C)Cc2ccccc2)nc2c1c(=O)[nH]c(=O)n2C
19%	-14	COc1ccc2[nH]cc(C(O)CN3CCN(c4ccccc4)CC3)c2c1 (stereo not given)
3%	-15	Cc1ccc(C(C)NC(=O)c2ccco2)cc1 (stereo not given)
?	/	O=C(CCn1cnnn1)Nc1ccc(Cl)cc1Cl
10%	-2	Cc1c(Nc2nc(-c3ccc(Cl)cc3)cs2)c(=O)n(-c2ccccc2)n1C

Going on with the list.
S3 lipid droplet	S3 lipid droplet cell count max	Compound
15%	/	CN(Cc1ccccc1)C(=O)COC(=O)Cn1cnc2ccccc21
?	/	CCOCCn1ccc2c(OCC(=O)NCCc3ccc(OC)c(OC)c3)cccc2c1=O
3%	0	CCc1ccc(NC(=O)[C@H](C)NC(=O)C2CCN(C(=O)[C@@H](N)C(C)C)CC2)cc1
-2%	-13	COc1ccc(S(=O)(=O)NC(C)C(=O)Nc2ccccc2)cc1Cl (stereo not given)
?	/	O=C(c1ccccc1)N1CCN(C(=S)NCc2ccco2)CC1
2%	0	C=C1c2cc3c(cc2NC(=S)N1Cc1ccccc1)OCO3
?	/	O=C(CN(C(=O)CCC(=O)Nc1ccccn1)c1cccc(F)c1)NCc1ccco1
?	/	Cn1nnnc1Sc1ncnc2scc(-c3ccc([N+](=O)[O-])cc3)c12
?	/	CCN(CC)CCCNC(=O)CCn1nc(-c2ccc(Cl)cc2)ccc1=O
?	/	COC(=O)c1c(NC(=O)CN2C(=O)c3ccccc3C2=O)sc(Cc2ccc3c(c2)OCO3)c1C
15%	22	C=CCOn1c(=O)c(-c2ccc(OCC)cc2)[n+]([O-])c2ccccc21
?	/	CCN=C(NCC)SC1CC(=O)N(c2ccccc2)C1=O (stereo not given)
3%	9	CCOC(=O)N1CCN(C(=O)C2CC(c3ccccc3OC)=NO2)CC1 (stereo not given)
i	-27	CC1CCCN(S(=O)(=O)c2ccc(NC(=O)c3cccc(-n4cnnn4)c3)cc2)C1 (stereo not given)
?	/	Cc1cc(C)cc(N2CCN(C(=O)N3CCOCC3)CC2)c1
?	/	Cn1c(=O)c2c(nc(SCC(=O)N3CCOCC3)n2C)n(C)c1=O
-2%	18	CCC[n+]1cn(/C(C(=S)Nc2cccc(Cl)c2C)=C(/[O-])c2ccc(OC)c(OC)c2)c2ccccc21
17%	-7	CCc1ccc(CN(C)Cc2nc(Cc3ccccc3)no2)nc1
-13%	-13	OCCN1CN=C(Nc2nc3ccccc3o2)NC1
?	/	Fc1ccccc1CSc1nncn1NC/C=C/c1ccccc1

Quoted from the listing.
Value for CCOC(=O)N1CCN(C(=O)C2CC(c3ccccc3OC)=NO2)CC1 (stereo not given) under S3 lipid droplet cell count max: 9
Value for Cc1ccnc2nc(C(=O)OCC(=O)NCCc3ccccc3)nn12 under S3 lipid droplet: 2%

Continuation.
S3 lipid droplet	S3 lipid droplet cell count max	Compound
?	/	CCOc1ccc2c(c1)OC(c1ccccc1)(C(F)(F)F)NC2=O (stereo not given)
i	20	O=C(c1ccc(=O)n(Cc2ccccc2)n1)N1CCN(C/C=C/c2ccccc2)CC1
?	/	Nc1ccc(N2CCCCC2)c(Cl)c1
?	/	O=[N+]([O-])c1ccc(Cl)c(S(=O)(=O)NC2=NCCC2)c1
?	/	O=C(OCc1cc(=O)n2cc(Br)ccc2n1)c1ccc(Cl)c(S(=O)(=O)NCc2ccccc2)c1
3%	-9	CN(C(=O)c1cn2ccccc2n1)c1c(N)n(Cc2ccccc2)c(=O)[nH]c1=O
?	/	CCc1ccc(C(=O)NNC(=O)CC2OC(=O)c3ccccc32)cc1 (stereo not given)
12%	/	O=C(CSc1nc2cccnc2n1Cc1ccccc1)N1CCCC1
?	/	O=C1CSC(c2cccnc2)N1C1CCCCC1 (stereo not given)
?	/	CCNC(=S)Nc1ccc2cn[nH]c2c1
?	/	CCS(=O)(=O)Nc1ccc(-c2nnc(SCC(=O)c3ccc(NC(C)=O)c(OC)c3)o2)cc1
-3%	19	Cc1ncc(CN2CCCC(CCC(=O)NCc3ccccc3F)C2)s1 (stereo not given)
12%	2	CCOC(=O)c1ccc(N2CN=C3SCC(=O)N3C2)cc1
12%	12	O=C1ON=C(c2ccccc2)/C1=C\c1ccco1
?	/	CCOC(=O)c1sc(NC(=O)Nc2cccc(Cl)c2)cc1C
?	/	CC1CC(C)CN(C(=O)c2ccc3nc[nH]c3c2)C1 (stereo not given)
-12%	-10	Cc1cc(C)nc(SCc2ccc(Br)cc2)n1
-20%	-20	CN(/C(=N/S(=O)(=O)c1cccs1)c1ccccc1)c1ccc(O)cc1
?	/	Clc1ccc(-c2nc(N3CCOCC3)nc3ccccc23)cc1
?	/	Cc1nc2cc(F)ccc2n1C1CCN(C(=O)c2c(F)cccc2F)CC1

Whole records, quoted from the list. Values in the order: S3 lipid droplet	S3 lipid droplet cell count max
Entry for `O=C1ON=C(c2ccccc2)/C1=C\c1ccco1` : 12%	12
Entry for `O=C(c1ccc(=O)n(Cc2ccccc2)n1)N1CCN(C/C=C/c2ccccc2)CC1` : i	20
Entry for `CCOc1ccc2c(c1)OC(c1ccccc1)(C(F)(F)F)NC2=O` (stereo not given) : ?	/
Entry for `CCNC(=S)Nc1ccc2cn[nH]c2c1` : ?	/
Entry for `Clc1ccc(-c2nc(N3CCOCC3)nc3ccccc23)cc1` : ?	/

(cont.)
S3 lipid droplet	S3 lipid droplet cell count max	Compound
?	/	COC(=O)c1cc(S(=O)(=O)N2CCCCCC2)cn1C
?	/	c1ccc(Nc2c(-c3ccco3)nc3ccccn23)cc1
?	/	CCCOC(=O)c1ccc(Nc2nc(C)cc(=O)[nH]2)cc1
?	/	NC(=O)c1ccc(CN2CCC(Cc3ccccc3)CC2)cc1
?	/	FC(F)(F)c1cccc(NC(=S)NNC(=S)NCc2ccccc2)c1
10%	1	CCC(C(=O)OCC(=O)N1CCN(c2ccc(OC)cc2)CC1)c1ccccc1 (stereo not given)
?	/	COc1ccccc1-c1cc(C(=O)NC(C)C)no1
?	/	CCOC(=O)C1=C(C)Nc2ccccc2N=C1NC(=O)c1cccc(S(=O)(=O)NCc2ccccc2)c1
?	/	CCCc1nnc(NC(=O)c2cc(OC)cc(OC)c2)s1
i	/	O=C(Cn1c2ccc(F)cc2c2nc3n(c(=O)c21)CCS3)Nc1ccccc1C(F)(F)F
?	/	CCCN1CCN(c2ccc(S(N)(=O)=O)cc2[N+](=O)[O-])CC1
23%	5	O=C(Nc1ccccc1C(=O)NCc1cccnc1)c1ccccc1Cl
16%	/	COc1cccc2c(=O)cn[nH]c12
i	/	O=C(Cc1n[nH]c(=O)c2ccccc12)OCC(=O)c1ccccc1Cl
-1%	0	Cc1cc(C)cc(NC(=O)C(Sc2ncnc3ccccc23)c2ccccc2)c1 (stereo not given)
2%	13	COc1cc(/C=N/NC2=NCCCCC2)ccc1O
-4%	-18	O=C(Nc1ccc(N2CCOCC2)c(Cl)c1)c1cccnc1Cl
8%	6	CCOc1ccccc1NC(=S)NC1CC2CCC1C2 (stereo not given)
2%	2	COc1ccc(C)cc1NC(=O)CNc1ccccc1CN(C)C1CCCCC1
?	/	Cc1nnc(NC(=O)CSc2nnc(CCNC(=O)c3ccccc3F)n2C)s1

Next part.
S3 lipid droplet	S3 lipid droplet cell count max	Compound
?	/	CC(=O)Nc1ccc(C(=O)Nc2ccc(S(=O)(=O)Nc3nccc(C)n3)cc2)cc1
?	/	COc1cccc(C2=CC(=O)C[C@H](c3ccc(Cl)cc3)C2)c1OC
-10%	0	O=S(=O)(NCC(c1cccnc1)N1CCN(Cc2ccccc2)CC1)c1ccc(F)cc1 (stereo not given)
?	/	Cn1c(SCC(=O)O)nnc1-c1ccc2ncccc2c1
19%	/	CCN1CCN(c2c(Cl)cccc2NC(=O)c2ccc3nsnc3c2)CC1
-4%	1	O=[N+]([O-])c1cc(C(F)(F)F)ccc1N1CCCNCC1
?	/	CC(C)CCN1CCN(Cc2ccc(C(F)(F)F)cc2)CC1CCO (stereo not given)
?	/	CN(CC(=O)Nc1ccc(Cl)c(C(F)(F)F)c1)C(=O)c1cccnc1Sc1ccccc1
?	/	COc1cc(/C=C(\C#N)C(=O)Nc2cccc3ncccc23)ccc1O
?	/	Cc1cc(OC(=O)c2cc(Cl)ccc2Cl)c([N+](=O)[O-])c(=O)[nH]1
?	/	CN1CCC(=NNC(=O)CN(c2cccc([N+](=O)[O-])c2)S(=O)(=O)c2ccccc2)CC1
?	/	Cc1cc(C(=O)O)c(S(C)(=O)=O)s1
?	/	CC(C)(C)c1ccc(OCC(=O)NCc2ccco2)cc1
0%	12	S=c1[nH]cnc2scc(-c3ccc(Cl)cc3)c12
30%	-11	Cc1ccc(N/C=C(\C2OC(=O)c3ccccc32)[N+](=O)[O-])c(C)c1 (stereo not given)
?	/	CCOC(=O)C1=C(CS(=O)(=O)c2ccccc2)NC(=O)NC1c1ccccc1 (stereo not given)
21%	-7	c1coc(CNc2ncnc3c2oc2ccccc23)c1
22%	-17	COC(=O)c1c(-c2ccccc2)csc1NC(=O)c1ccco1
?	/	C/C(=N\NC(=O)c1nnn(-c2nonc2N)c1CSc1ccc(C)cc1)c1ccco1
24%	4	Cc1cc(C(=O)NNC(=S)NC(C)c2ccccc2)cs1 (stereo not given)

A portion of the library; count on the stated rates, not on these rows.
